OX1R antag-1 = human HCRTR1 antagonism | CHO/OX1R cells, Fluo-8 calcium fluorescence, orexin A | inhibition, % at 5 µM | actives 0.43% (n = 330,000) | AID 434989;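 active means inhibition above its plate's threshold, mean inhibition of all tested compounds on the plate plus 3 SD, cut at about 37% in these data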;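 further: 0% = orexin A challenge wells and 100% = SB-334867-A antagonist wells; not every result past the cut was called active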
Target sequence (O43613 whole entry, looked up): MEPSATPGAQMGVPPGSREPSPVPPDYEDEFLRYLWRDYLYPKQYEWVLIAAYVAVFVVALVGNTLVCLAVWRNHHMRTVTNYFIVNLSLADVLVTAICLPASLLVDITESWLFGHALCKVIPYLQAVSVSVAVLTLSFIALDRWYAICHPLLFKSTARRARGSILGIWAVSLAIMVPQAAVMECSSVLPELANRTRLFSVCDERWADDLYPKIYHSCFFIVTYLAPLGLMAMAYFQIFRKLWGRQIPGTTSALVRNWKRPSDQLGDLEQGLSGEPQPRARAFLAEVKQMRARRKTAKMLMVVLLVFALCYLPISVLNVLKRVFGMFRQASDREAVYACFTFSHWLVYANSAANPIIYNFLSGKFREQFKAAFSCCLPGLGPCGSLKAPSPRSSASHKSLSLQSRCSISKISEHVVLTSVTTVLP
OX1R antag-2 = antagonists of human orexin 1 receptor (OX1R); actives 1.8% (n = 330,000); O43613; OX1R-expressing cells, FRET antagonist read-out; inhibition, % at 6.6 µM; AID 485270; in the data active means inhibition mostly above about 38%, no sharp cut-off; inactive means mostly below about 40%;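 further: 0% = agonist challenge alone and 100% = reference antagonist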
An asterisk follows results filed as active.

SMILES	OX1R antag-1	OX1R antag-2
NC(=O)N/N=C/c1ccc(N2CCOCC2)s1	-11	29
O=C(Cn1cnc2c(nnn2-c2ccc(F)cc2)c1=O)NCc1ccco1	-15	-3
N[C@@H](CO)c1nnc([C@H](Cc2ccc(O)cc2)NC(=O)C2CCNCC2)o1	-3	27
COc1ccc(/C=N/NC(=O)C2COc3ccccc3O2)cc1OC (centres undefined)	-13	25
COC(=O)c1ccc(OCC(O)CN2C(=O)c3ccccc3S2(=O)=O)cc1 (centres undefined)	-34	27
CCOc1cc(C=O)c(Br)cc1OC1CCCC1	-10	15
O=C(COC(=O)CNC(=O)c1cccs1)Nc1ccccc1C(F)(F)F	3	1
O=C(O)C[C@H]1c2ccc(C(F)(F)F)cc2S(=O)(=O)N1Cc1ccccc1	0	12
COc1ccc(NC(=O)CN(C)C(=O)CNC(=O)c2ccc(C)s2)cc1	2	14
COc1cccc(CN(C)C(=O)c2ccc(OCC(=O)Nc3cccc(C(F)(F)F)c3)c(OC)c2)c1	52*	38
N#CCn1nnc(-c2ccc3c(c2)OCO3)n1	-6	10
CCCCC(=O)NC(Nc1nc(C2CC2)cs1)(C(=O)OCC)C(F)(F)F (centres undefined)	-8	35
CCOC(=O)C1CCN(C2CC(=O)N(c3ccc(OCC)cc3)C2=O)CC1 (centres undefined)	-13	15
CN(C)S(=O)(=O)N1CCN(c2ccc([N+](=O)[O-])c(NC3CC3)c2)CC1	-26	9
COc1ccc(-c2ocnc2C(=O)NCc2nn(-c3ccccc3)nc2C)cc1	38	25

Exported with each value named: entries from further up
compound: N[C@@H](CO)c1nnc([C@H](Cc2ccc(O)cc2)NC(=O)C2CCNCC2)o1
- OX1R antag-1: -3
- OX1R antag-2: 27

compound: O=C(COC(=O)CNC(=O)c1cccs1)Nc1ccccc1C(F)(F)F
- OX1R antag-1: 3
- OX1R antag-2: 1

compound: COc1ccc(/C=N/NC(=O)C2COc3ccccc3O2)cc1OC (centres undefined)
- OX1R antag-1: -13
- OX1R antag-2: 25

compound: CCCCC(=O)NC(Nc1nc(C2CC2)cs1)(C(=O)OCC)C(F)(F)F (centres undefined)
- OX1R antag-1: -8
- OX1R antag-2: 35

Retrieved by structure from the list above, 3 records:
SMILES	OX1R antag-1	OX1R antag-2
COc1cccc(CN(C)C(=O)c2ccc(OCC(=O)Nc3cccc(C(F)(F)F)c3)c(OC)c2)c1	52*	38
COC(=O)c1ccc(OCC(O)CN2C(=O)c3ccccc3S2(=O)=O)cc1 (centres undefined)	-34	27
CCOC(=O)C1CCN(C2CC(=O)N(c3ccc(OCC)cc3)C2=O)CC1 (centres undefined)	-13	15

The listing picks up, starting 4 compounds before the break.
SMILES	OX1R antag-1	OX1R antag-2
CCCCC(=O)NC(Nc1nc(C2CC2)cs1)(C(=O)OCC)C(F)(F)F (centres undefined)	-8	35
CCOC(=O)C1CCN(C2CC(=O)N(c3ccc(OCC)cc3)C2=O)CC1 (centres undefined)	-13	15
CN(C)S(=O)(=O)N1CCN(c2ccc([N+](=O)[O-])c(NC3CC3)c2)CC1	-26	9
COc1ccc(-c2ocnc2C(=O)NCc2nn(-c3ccccc3)nc2C)cc1	38	25
NS(=O)(=O)c1ccc(CNC(=O)CCS(=O)(=O)Cc2ccccc2)cc1	3	10
Cc1ccc(S(=O)(=O)c2cc(OC(=O)c3ccco3)ccc2OC(=O)c2ccco2)cc1	-21	19
CN(Cc1ccccc1)S(=O)(=O)c1ccc2c(c1)n(C)c(=O)c(=O)n2C	32	19
COc1ccc(-n2nc([N+](=O)[O-])c(=NCCc3ccc(Cl)cc3)n2O)cc1	-15	19
O=S(=O)(c1ccc(Cl)cc1)N1CCN(S(=O)(=O)N2CCCCCC2)CC1	-14	8
N#CC1=C(N)Oc2c(O)cc3ccccc3c2C1c1ccsc1 (centres undefined)	-6	3
CN(C)S(=O)(=O)c1ccc(NC(=O)c2ccc([N+](=O)[O-])cc2)cc1	-17	26
O=C(C1CCCO1)N1CCN(C(=S)Nc2cccc(Cl)c2)CC1 (centres undefined)	-6	17
O=C(CCc1ccccc1)NC(=S)NCc1ccco1	-7	28
CCOC(=O)CCSc1nc(N2CCOCC2)c2c(c1C#N)CC(C)(C)OC2	-16	4
COc1ccc(Cl)cc1C(=O)Nc1cccnc1	-17	25
Cc1cc(=O)oc2cc(OCC(=O)N3CCN(C(=O)C4COc5ccccc5O4)CC3)ccc12 (centres undefined)	-14	12
CC1(C)OC2C(O1)[C@@H](CO)O[C@H]2n1cnc2c(N)ncnc21 (some centres undefined)	-12	15
O=C1c2ccccc2-c2nccnc21	-8	111*
O=C(c1ccc(S(=O)(=O)N2CCCCCC2)cc1)N1CCCC(C(F)(F)F)C1 (centres undefined)	-21	11

For convenience, 3 of the compounds above.
SMILES	OX1R antag-1	OX1R antag-2
O=C(C1CCCO1)N1CCN(C(=S)Nc2cccc(Cl)c2)CC1 (centres undefined)	-6	17
O=C(CCc1ccccc1)NC(=S)NCc1ccco1	-7	28
CCOC(=O)CCSc1nc(N2CCOCC2)c2c(c1C#N)CC(C)(C)OC2	-16	4

(cont.)
SMILES	OX1R antag-1	OX1R antag-2
c1ccc(COC2CCCN(Cc3nc(-c4cnccn4)no3)C2)nc1 (centres undefined)	1	9
CC(=O)c1cccc(NC(=O)NCCc2ccc(Cl)cc2)c1	-24	19
CCN(CC(=O)NC1CCS(=O)(=O)C1)S(=O)(=O)c1ccc(Cl)cc1C(F)(F)F (centres undefined)	-19	16
CCOc1ccc2[nH]c(C(=O)N/N=C/c3ccccc3OC)cc2c1	-19	12
Oc1ccc(C2=CSC3=NCCN23)cc1O	9	-5
Cc1ccc(C2(C)NC(=O)N(CC(=O)N(C)CC(=O)Nc3cccc4ccccc34)C2=O)cc1 (centres undefined)	-9	11
O=C(CN1CCN(Cc2ccccc2Cl)CC1)N=Nc1c(O)[nH]c2ccccc12	4	39
CCOc1ncccc1C(=O)OCc1ccccc1	-19	8
CCOc1ccc(OCC(=O)OCn2c(SC)nnc(C)c2=O)cc1	-9	12
COc1ccc(N2CCN(C(=O)CCNC(=O)c3ccccc3)CC2)cc1	1	34
CC(C)(C)C(=O)N1CCC(O)(CS(=O)(=O)Cc2ccccc2)CC1	-13	3
COc1ccc(CCN(C)c2ccc(S(=O)(=O)N3CCCC3)cc2[N+](=O)[O-])cc1OC	-25	16
COc1ccccc1CNC(=O)Cc1ccc(OC)c(OC)c1	-10	11
O=C(NCCc1c[nH]c2ccccc12)c1cc(S(=O)(=O)N2CCCCC2)ccc1N1CCOCC1	-29	4
Cc1nn2c(NC(C)C)c3c(nc2c1-c1ccccc1)CCC3	-20	14
Cc1cc(CNC(=O)[C@H](C)[C@@H]2C[C@@]2(C)[C@@H](NC(=O)OCc2ccccc2)c2ccccc2)nn1C	3	33
O=C(N/N=C\c1cccnc1)c1cc(-c2ccccc2)nc2c(Cl)cccc12	18	50
CCOc1cc(C(=O)Nc2cnccn2)cc(OCC)c1OCC	-17	-3
Cc1ccc(Oc2nc3ccccn3c(=O)c2/C=C(\C#N)C(=O)NC2CCS(=O)(=O)C2)cc1 (centres undefined)	-5	27
Cc1ccc2[nH]c(-c3ccccc3)c(CN3CCN(C)CC3)c(=O)c2c1	-6	12
CS(=O)(=O)N1CCc2cc(-c3csc(NC(=O)C(c4ccccc4)c4ccccc4)n3)ccc21	-4	1
N#Cc1c(Cl)cccc1Oc1ccc(S(=O)(=O)Nc2ccccc2)cc1	-13	29
CCOC(=O)c1c(NC(=O)c2ccc(Br)o2)sc(C)c1CC	-44	17
Cc1ccc(S(=O)(=O)N2C=CC(C(F)(F)F)=NCC2)cc1	-7	1
CC(C)n1ncc(N2CCOCC2)c(Cl)c1=O	-13	-5
COc1ccc(-c2cccc(C(=O)N3CCOCC3)c2)cc1	-10	-4
CS(=O)(=O)N(CC(=O)Nc1cccc(Cl)c1Cl)c1ccccc1	-13	8
CCn1c(=O)cc(C(=O)OC)sc1=Nc1ccc(F)c(F)c1	-44	9
CCCOc1ccc(-c2c(=O)n(OCc3ccc([N+](=O)[O-])cc3)c3ccccc3[n+]2[O-])cc1	-30	-1
CC(C)C1COC(c2cccc3ccccc23)=N1 (centres undefined)	-27	21
COc1ccc(S(=O)(=O)N2CCC(C(=O)NC3CCCCC3C)CC2)cc1 (centres undefined)	-16	16
Cc1nnc(NC(=O)c2ccccc2-c2ccccc2C(=O)O)s1	-11	20
CCN(c1cccc(C)c1)S(=O)(=O)c1cccc(C(=O)O)c1	4	4
O=C(Nc1nnc(-c2ccc(Cl)cc2)o1)Nc1ccccc1F	7	12
O=C(Nc1cc(Cl)ccc1N1CCOCC1)c1cccnc1Cl	-25	1
COc1cc(NC(=O)C2CCCO2)c(C(=O)O)cc1OC (centres undefined)	-8	0
O=C(Nc1ccc2[nH]c(=O)[nH]c2c1)Nc1ccc(F)cc1F	5	10
CCCCCc1cc(=O)oc2c(C(CCN3CCCCC3)c3ccc4c(c3)OCO4)c(OC)cc(OC)c12 (centres undefined)	30	26
CN(C)/N=C/c1cc([N+](=O)[O-])ccc1O	-3	20
O=S(=O)(c1ccc2ccccc2c1)N1CCN(C(=S)Nc2ccc(F)cc2)CC1	-3	11
COc1ccc(N(C(=O)c2ccco2)C(C(=O)NC2CCCCC2)c2ccccc2)cc1 (centres undefined)	-33	25
CC(C)CCN1CCN(Cc2cnc(-c3ccccc3)s2)CC1CCO (centres undefined)	-36	3
CC(=O)N1CN(C2CC(C)(C)NC(C)(C)C2)Cc2c1sc1c2CCCC1	-9	16
N/C(Cc1cccc2ccccc12)=N\OC(=O)c1ccc2c(c1)OCO2	-13	18
C=C(CCC(=O)c1ccccc1)C(=O)c1ccccc1	4	13
Cc1ccc(NC(=O)ON=C2CCCC2)cc1	-11	4
Cc1nc(SCc2nc3c([N+](=O)[O-])cccc3[nH]2)c2oc3ccccc3c2n1	-31	6
O=C(Nc1ccon1)c1ccc(S(=O)(=O)N2CCCCCC2)cc1	-11	19
CCSc1ccccc1C(=O)n1nnc2ccccc21	-23	31
Cc1noc(C)c1CS(=O)(=O)c1ccc([N+](=O)[O-])cc1	-7	107*
COc1ccccc1NS(=O)(=O)c1ccc(Cl)c(NC(=S)NC(=O)C2CCCC2)c1	-27	21
CN1CC[n+]2cnc3ccccc3c21	-3	6
Cc1cc(N/C=C\C(=O)c2ccc(Cl)c(Cl)c2)no1	0	37
CCOC(=O)C(NC(=O)c1ccc(OC)cc1)(Nc1cc(C)on1)C(F)(F)F (centres undefined)	-32	16
Cc1cc2cc(CCNS(C)(=O)=O)c(=O)[nH]c2cc1C	-7	9
COc1ccc(C2C(C(=O)c3cccs3)=C(O)C(=O)N2CCN2CCOCC2)c(OC)c1 (centres undefined)	-18	8
NC(=O)CC(NC(=O)c1ccccc1)C(=O)O (centres undefined)	1	1
Cc1cccc(C)c1NC(=O)c1sccc1SCc1cccc(C(F)(F)F)c1	37*	31
CCC(C)(C)n1nnnc1C(c1ccncc1)N1CCC(Cc2ccccc2)CC1 (centres undefined)	-5	7
OC(CN1CCCCC1)Cn1c2ccccc2c2cc(Br)ccc21 (centres undefined)	37	13
Continued.
SMILES	OX1R antag-1	OX1R antag-2
CCOC(=O)Nc1ccc2c(c1)N(C(=O)CCN1CCN3CCCC3C1)c1ccccc1CC2 (centres undefined)	-24	2
CCOC(=O)C1=C(C)N(C)C(=O)NC1c1c(O)ccc2ccccc12 (centres undefined)	-26	-3
CCOc1cc(N2CCOCC2)c(OCC)cc1NC(=O)COC(=O)C1CCCN1S(=O)(=O)c1ccccc1F (centres undefined)	-7	6
O=C(Nc1nc(-c2nc3ccccc3s2)cs1)c1ccco1	-1	18
O=C(COC(=O)Cc1cccc(C(F)(F)F)c1)Nc1ccc2c(c1)OCCO2	-8	-1
O=C(NNC(=S)Nc1cccc(C(F)(F)F)c1)c1ccc(Cl)cc1Cl	-3	31
C/C(=N\Nc1ccc(F)cc1F)c1ccc(F)cc1	-10	-4
O=C(CCSCCc1ccccn1)Nc1ccc(Cl)cn1	-9	15
O=C(CSc1nc2ccccc2n1Cc1ccc(Cl)cc1)N/N=C/c1ccc(C(=O)O)cc1	-29	6

No enrichment for hits, and some 2.1% of all compounds hit somewhere here.
